AID inhibitor: blocks human AID cytidine deaminase activity. Q9GZX7. AID deamination FRET fluorescence, UDG-coupled, 4 h. Potency, µM (series often up to 115 µM), without a hit: at the highest dose activity change, negative = inhibition, most hits filed as inhibitors. 91,000 compounds, 0.32% hits; further: nearly all actives have a fitted effect of over 25% in size
Target sequence (Q9GZX7 whole entry, looked up): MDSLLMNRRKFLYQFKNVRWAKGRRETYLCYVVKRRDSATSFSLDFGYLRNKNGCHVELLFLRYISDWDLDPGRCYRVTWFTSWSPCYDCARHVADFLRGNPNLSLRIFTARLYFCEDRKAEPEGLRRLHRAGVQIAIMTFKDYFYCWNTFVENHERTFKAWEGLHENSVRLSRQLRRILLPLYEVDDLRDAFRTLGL
UDG counterscr: counter-screen for AID inhibitors: uracil-DNA glycosylase inhibition. FRET deamination/UDG coupled assay, UDG read, 4 h. Potency, µM (top dose mostly 115 µM), for inactives: top-dose activity change, negative = inhibition, actives largely listed as inhibitors. 91,000 compounds, 0.14% hits; further: nearly all actives have a fitted effect of over 65% in size
Numbers without * were called inactive; ? = inconclusive; & = joins results of further samples; [ ] = dose if it differs, or a comment. The call rests on the fitted dose curve; in most records, active means well fitted curve in the direction sought with a large enough effect; inconclusive means small, poorly fitted or top-dose-only effect, or another doubt; inactive means no such curve, though single readings can be large; an effect the other way counts as inactive or inconclusive. On the % scale 0 is the no-effect control and ±100 the full control effect; potency means the concentration at half of the fitted maximal effect. Not all compounds are listed, so the mix of outcomes need not match the whole.

The opening 7 records (preview)
Each structure is followed by: AID inhibitor, UDG counterscr
COc1ccc(CNc2nc(NCc3ccc(OC)cc3)n(S(=O)(=O)c3ccc(C)cc3)n2)cc1
  -6.6%, -4.6%
COc1ccc(CCNC(=O)CCS(=O)(=O)c2ccc3c(c2)oc(=O)n3C)cc1OC
  1.5%[57.5 µM], 1.1%[57.5 µM]
O=C(Nc1c(NCC2CCCCC2)c2ccccc2oc1=O)c1cccs1
  -4.0%, 4.9%
NCCCCn1ccnc1
  8.0%, -2.9%
CC(=O)C1=C(C)CC2C3CC=C4CC(O)CCC4(C)C3CCC12C (stereo not given)
  -3.9%, 0.3%
O=C(NCc1ccncc1)c1cc(-c2ccncc2)nc2ccccc12
  0.3%, 3.0%
Cc1cccc(-n2c(=O)c3c(c4cc(C)ccc4n3C)n(CC(=O)Nc3ccc(C)c(C)c3)c2=O)c1
  3.7%, 3.7%

Results, previewed entries included:
Each structure is followed by: AID inhibitor, UDG counterscr
COc1ccc(CNc2nc(NCc3ccc(OC)cc3)n(S(=O)(=O)c3ccc(C)cc3)n2)cc1
  -6.6%, -4.6%
COc1ccc(CCNC(=O)CCS(=O)(=O)c2ccc3c(c2)oc(=O)n3C)cc1OC
  1.5%[57.5 µM], 1.1%[57.5 µM]
O=C(Nc1c(NCC2CCCCC2)c2ccccc2oc1=O)c1cccs1
  -4.0%, 4.9%
NCCCCn1ccnc1
  8.0%, -2.9%
CC(=O)C1=C(C)CC2C3CC=C4CC(O)CCC4(C)C3CCC12C (stereo not given)
  -3.9%, 0.3%
O=C(NCc1ccncc1)c1cc(-c2ccncc2)nc2ccccc12
  0.3%, 3.0%
Cc1cccc(-n2c(=O)c3c(c4cc(C)ccc4n3C)n(CC(=O)Nc3ccc(C)c(C)c3)c2=O)c1
  3.7%, 3.7%
CC(C)c1cccc(C(C)C)c1NC(=O)c1cccs1
  -10.8%, -5.4%
O=C(c1ccccc1F)N1CCN(C(=O)c2c[nH]c3ccccc23)CC1
  1.2%, 4.2%
COc1ccc(S(=O)(=O)N(CC(=O)N(C)Cc2ccccc2)c2ccc(Cl)cc2)cc1
  ?, -3.6%
CCOc1ccc(CNC(=O)Cc2ccc(NC(=O)N3CCSc4ncccc43)cc2)cc1
  -10.4%, 7.4%
COC(=O)C(NC=O)C(O)(C#Cc1ccccc1)C(F)(F)F (stereo not given)
  -0.9%, -7.9%
O=c1cc(-c2ccccc2)n2c(SCc3ccc(F)cc3)nnc2[nH]1
  ?, 1.9%
O=C(c1cccs1)N1N=C(c2ccc(Cl)cc2)CC1c1ccc2nccnc2c1 (stereo not given)
  ?, -3.8%
Cc1cc(NC(=O)CSc2nc3c([nH]c4ccccc43)c(=O)n2-c2ccccc2F)no1
  -13.2%, -5.0%
COc1ccc(-c2nnc(SCC(=O)Nc3ccccc3)[nH]c2=O)cc1
  0.1%, -2.0%
COc1ccc(CNC(=O)c2cnc3sc(N4CCCCCC4)nn3c2=O)cc1
  -9.4%, -6.1%
COc1cc(OC)c(/C=C(\C#N)C(=O)O)cc1Br
  -4.2%, -6.9%
O=C(c1ccco1)N(Cc1cccs1)C1CC1
  36.1%, -0.5%
CCCn1c(N)c(N2CCOCC2)c(=O)n(CC(=O)NCc2ccc(C)cc2)c1=O
  -10.6%, 1.8%
O=C1CN(C(=O)CCc2ncc(-c3ccccc3)o2)CCN1
  -5.3%, -5.6%
Cc1cccc(NC(=O)CSc2nc3ccc(NC(=O)COc4ccccc4C)cc3s2)c1
  -13.5%, ?
CCOc1cccc(CNC(=O)c2ccc(N3CCCC3)c(NC(=O)NCc3ccc(F)cc3)c2)c1
  8.7%, -6.3%
O=C1c2[nH]nc(-c3ccc(Br)cc3)c2C(c2cccc(O)c2)N1c1ccc(Cl)cc1 (stereo not given)
  -10.5%, 2.4%
CCN(CC)c1ncnc2c1cnn2-c1cc(Cl)ccc1C
  -7.3%, 0.0%
CC(C)CCN1C(=O)c2ccccc2CC1(C)C(=O)NC1CCC(C)CC1 (stereo not given)
  0.0%, -7.8%
O=C(O)c1ccc(/C=C/C(=O)c2cccc(Br)c2)cc1
  ?, -8.3%
CSc1ccc(CCNC(=O)NCc2noc3ccccc23)cc1
  -3.1%&5.0%, -1.2%&-7.1%
O=C(Nc1cccc(Cl)c1)C1CCN(S(=O)(=O)Cc2ccccc2)CC1
  2.0%, 16.5%
Cc1cn2c(=O)cc(COC(=O)c3cccc(NC(=O)COc4ccc(Cl)cc4)c3)nc2s1
  2.0%, -6.8%
Cc1ccc(NC(=O)CCc2ccc(C)s2)c(C)c1
  -0.2%, 3.8%
CCCCOC(=O)C1CCCC(C)N1 (stereo not given)
  1.5%, 9.3%
CCCn1nc(C(=O)Nc2nc(C)c(C(C)=O)s2)c2ccccc2c1=O
  2.1%, 6.5%
Cc1nn(C(=O)c2ccc(Cl)cc2)c(C)c1S(=O)(=O)N1CCCCCC1
  8.9%, -3.4%
CCn1nc(C(=O)N2CC(C(=O)N(C)C)Oc3ccccc32)c2ccccc2c1=O (stereo not given)
  2.1%, -8.7%
CCN(CC)S(=O)(=O)c1ccc(C(=O)NC2CC(=O)N(c3ccc4c(c3)OCCO4)C2)cc1 (stereo not given)
  9.3%, -5.2%
CCc1ccc(NC(=O)Cn2nnc(C(=O)NCc3ccc(C)cc3)c2N)cc1
  2.3%, 6.1%
Cc1c(Cc2ccccc2)c(=O)oc2cc(OCc3ccc(C(C)(C)C)cc3)ccc12
  -2.0%, -1.6%
COc1ccc(Cn2c(=O)c3oc4ccccc4c3n(CC(=O)Nc3c(C)cccc3C)c2=O)cc1
  4.8%, 10.7%[57.5 µM]
O=C(O)c1ccc(-n2c(/C=C/c3cccc(O)c3)nc3ccccc3c2=O)cc1
  13.3%, 1.3%
Cc1cc(NC(=O)Nc2ccc3c(ccn3C)c2)sn1
  16.6%, 0.1%
CC(C)(C)C(=O)/C=c1/[nH]c(=O)/c(=C/c2ccc(C(F)(F)F)cc2)s1
  -4.9%, -4.1%
CSc1ccc(/C=C/C(=O)c2ccc3c(c2)NC(=O)CO3)cc1
  -6.0%, -11.1%
COCCNc1oc(/C=C/c2ccc(F)cc2)nc1C#N
  -7.4%, -8.3%
N#Cc1ccc(SCc2ccccc2)cc1SCc1ccccc1
  -10.9%, -10.4%
CCC(Oc1ccccc1-c1nnc(-c2ccccc2)o1)C(=O)Nc1ccc(C(C)=O)cc1 (stereo not given)
  -6.5%, -18.2%
COC(=O)CN1C(=O)CSc2ccc(S(=O)(=O)Nc3ccc(C)c(Cl)c3)cc21
  3.1%, 6.6%[57.5 µM]
CSCC(=O)NCCc1cccs1
  -4.3%, 0.7%
Cc1ccc(CNS(=O)(=O)c2cc3[nH]c(=O)c(=O)[nH]c3cc2C)cc1
  -10.4%, -7.2%[57.5 µM]
Cc1cc(Cl)ccc1NC(=O)c1ccc(NC(=O)C2=CSCCO2)cc1
  -0.7%, -4.0%

(next part)
Each structure is followed by: AID inhibitor, UDG counterscr
COc1ccc(N2CC(NC(=O)c3ccc(OC(C)C)cc3)CC2=O)cc1 (stereo not given)
  -18.1%, -7.0%
CCc1ccsc1C(=O)N(CC#N)C1CC1
  -9.4%, -4.0%
COc1ccc(C(=O)/C=C/c2cn(CC(O)CN(CC(C)C)CC(C)C)c3ccccc23)cc1 (stereo not given)
  ?, -27.1%
CCC(C)NC(=O)Cn1c(=O)n(-c2ccc(Cl)cc2)c(=O)c2c3c(sc21)CCCC3 (stereo not given)
  11.2%, 4.5%
CCCN(C(=O)c1ccc2c(=O)n3c(nc2c1)CCCC3)c1ccc(OCC)cc1
  -16.8%, -3.6%
CN(C)C(=O)C(CCN1CCC(O)(c2ccc(Cl)cc2)CC1)(c1ccccc1)c1ccccc1
  ?, -13.8%
Cc1nc2nc(CNC(=O)OC(C)(C)C)nn2c(C)c1CCC(=O)NCc1ccc(F)cc1
  1.1%, -6.4%[57.5 µM]
COc1ccc(SCCCCO)cc1
  -0.1%, 4.1%
Cc1noc(-c2ccccc2NC(=O)c2ccncc2)n1
  -2.6%, 2.8%
Cc1cc(C)cc(OCCn2c(CCNC(=O)C3CCCCC3)nc3ccccc32)c1
  -22.4%, -5.1%
COc1cc(OC)cc(-n2c(=O)c3ccccc3n(CC(=O)NCCc3ccc(OC)c(OC)c3)c2=O)c1
  5.0%, -0.7%
CC(C)(C)C(=O)/C(C#N)=C\c1cccc(F)c1
  -6.3%, 4.4%
Cc1[nH]c2ccccc2c1C(=O)/C(C#N)=C\c1c(Cl)cccc1Cl
  -2.9%, 2.6%
COc1ccc(CCn2cc3c(c2-c2ccccc2Br)c(=O)n(C)c(=O)n3C)cc1OC
  -18.7%, -7.0%
COc1cc(NC(=O)CCc2c(C)nc3cc(-c4ccccc4)nn3c2C)cc(OC)c1OC
  8.8%, -10.2%
CCN1CCN(Cc2c(O)ccc3c(C)c(-c4ccccc4)c(=O)oc23)CC1
  -1.5%, 9.9%
Cc1cccc(-n2c(C)cc(C(=O)C(=O)Nc3nncs3)c2C)c1
  2.0%, 6.3%
Cc1cc(C)c2c(CC(=O)Nc3c(C(=O)Nc4ccc(Cl)cc4)oc4ccccc34)coc2c1
  3.2%, 18.0%
CCn1nc(C(=O)Nc2ccc(OC)c(OC)c2)c2ccccc2c1=O
  1.1%, 5.6%
Cc1c(C)c(OC(=O)c2ccccc2)c(Cc2nc3ccccc3s2)c(C)c1O
  0.7%, ?

Continuation.
molecule	AID inhibitor	UDG counterscr
C=CCc1ccc(-c2ccc(OCCCCCCCCCC)c(F)c2)nc1	-1.3%	4.1%
N#Cc1nc(-c2ccccc2Cl)oc1N1CCCCC1	-25.0%	-6.4%
CC(C)(C)OC(=O)NCc1ccc(C(=O)O)cc1	2.4%	2.0%
Cc1ccc2nc(CN3CCN(C(=O)Nc4cccc(C)c4C)CC3)oc2c1	-13.0%	-3.9%
COc1ccc(C)cc1NC(=O)c1ccccc1OCC(N)=O	1.3%	1.5%
CCOC(=O)Cc1ccc(NC(=O)Nc2nnc(N3CCCC(C)C3)s2)cc1 (stereo not given)	1.7%	0.8%
N#CCCn1cc(C(=O)CSc2ncc(C(F)(F)F)cc2Cl)c2ccccc21	-14.9%	1.5%
O=C(Nc1nnc(-c2ccc(F)cc2)s1)C(=O)c1c[nH]c2ccccc12	2.5%	3.1%
CCCCc1ccc(NC(=O)CSc2nc(=O)[nH]c3c2CCCC3)cc1	-16.3%	-2.1%
COc1ccc(OC)c(-n2cnc3cc(C(=O)NC4CCCCCC4)ccc32)c1	50.7%[activator]	-1.4%
CCCn1c(CCC(=O)Nc2cccc(CC)c2)nc2cccnc21	95.3%[activator]	0.0%
COc1ccc(-c2csc(-c3nc(-c4ccc(Br)s4)cs3)n2)cc1F	-10.7%	-7.0%
O=C(O)CC1CC(=O)OC1=O (stereo not given)	3.8%	-0.9%
Cc1ccc2c(c1)N(C(=O)N1CCC(C(=O)Nc3cccc(F)c3)CC1)CCO2	-12.1%&-19.3%	-3.7%&4.2%
O=C(NC(C1CC1)C1CC1)c1ccnc(Cl)c1	-2.0%	-14.4%
CC(C(=O)N1CCOCC1)n1ccc2cc(S(=O)(=O)N3CCCC3)ccc21 (stereo not given)	-8.7%	48.1%[activator]
O=C(CS(=O)(=O)Cc1coc(-c2ccc(F)cc2)n1)NC1CCCCCC1	0.5%	-5.4%
N#CC(C(=O)Nc1ccccc1)=C1CCCC1	12.6%	2.9%
CN(C)c1ccc(C(=O)OCn2nnc3ccccc3c2=O)cc1	-7.8%	-9.7%
NNCCc1ccccc1F	-1.9%	-13.1%
COc1ccc(OC)c(/C=C/C(=O)Oc2ccccc2Cl)c1	2.1%	0.6%
Cc1c(C(=O)NCc2cccc(Cl)c2)sc2nc[nH]c(=O)c12	1.1%	51.2%[activator]
Cc1ccccc1CN1CCN(S(=O)(=O)c2ccc(CC(=O)O)s2)CC1	1.6%	6.0%
CCOc1cccc2cc(-c3nc(-c4nonc4N)no3)c(=O)oc12	-3.3%	2.5%
CN1C(C(=O)Nc2ccc(OC(F)(F)F)cc2)=CC(c2cccs2)=NS1(=O)=O	-7.2%	9.1%
COc1cccc(NC(=O)CN(C)C(=O)C2CCN(c3ccc(C#N)cn3)CC2)c1	-0.7%	-7.8%
O=C(Nc1ccc(F)cc1F)c1cnn(-c2ccc(F)cc2)c1-n1cccc1	-6.4%	2.5%
COc1cccc2cc(C(=O)Nc3ccc(CC(=O)O)cc3)c(=O)oc12	?	-15.7%
COc1ccc(-c2cc3ccc(OS(C)(=O)=O)cc3oc2=O)c(OC)c1	-2.6%	6.1%
CCN(Cc1ccc2c(c1)OCO2)C(=O)c1cc(=O)c2cc(C)ccc2o1	-6.9%	-5.9%
Cn1c(=O)[nH]c(=O)c2c1nc1n(CCO)c(-c3ccccc3)cn21	11.7%	0.6%
CCN(CC)c1ccc(NC(=O)Cn2ncc3c(C)n(Cc4ccccc4F)c(C)c3c2=O)c(C)c1	-7.8%	4.9%
N#Cc1ccc(C(=O)NC2CCSc3ccccc32)cc1 (stereo not given)	-3.9%	2.1%
C=CCN1C(=O)S/C(=C/c2cn(C)c3ccccc23)C1=O	-7.8%	-6.9%
CCOc1ccc(-c2nc(C#N)c(NCc3ccc4c(c3)OCO4)o2)cc1	-1.1%	3.2%
CC1=C(C(=O)Nc2ccccc2)C(c2sccc2C)n2nc(-c3ccccc3)nc2N1 (stereo not given)	-6.5%	-7.1%
COc1ccc(-c2noc(CSc3nnc(-c4ccccc4)n3-c3ccc(F)cc3)n2)c(OC)c1	?	-25.6%
COc1ccc(-c2cnn3c(C)cc(C)nc23)cc1OC	-0.1%	-10.9%
